MITF primary – MITF inhibitors, primary screen, biochemical, AlphaScreen, human; AlphaScreen MITF homodimerization, bead proximity signal; inhibition, % at 2.6 µM; Microphthalmia-associated transcription factor (Homo sapiens), O75030; AID 1259374, 2018; 650,000 compounds, 0.91% hits; in the data active means inhibition above about 50%;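 further: 0% = vehicle wells with protein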
Target sequence (O75030 whole entry, looked up): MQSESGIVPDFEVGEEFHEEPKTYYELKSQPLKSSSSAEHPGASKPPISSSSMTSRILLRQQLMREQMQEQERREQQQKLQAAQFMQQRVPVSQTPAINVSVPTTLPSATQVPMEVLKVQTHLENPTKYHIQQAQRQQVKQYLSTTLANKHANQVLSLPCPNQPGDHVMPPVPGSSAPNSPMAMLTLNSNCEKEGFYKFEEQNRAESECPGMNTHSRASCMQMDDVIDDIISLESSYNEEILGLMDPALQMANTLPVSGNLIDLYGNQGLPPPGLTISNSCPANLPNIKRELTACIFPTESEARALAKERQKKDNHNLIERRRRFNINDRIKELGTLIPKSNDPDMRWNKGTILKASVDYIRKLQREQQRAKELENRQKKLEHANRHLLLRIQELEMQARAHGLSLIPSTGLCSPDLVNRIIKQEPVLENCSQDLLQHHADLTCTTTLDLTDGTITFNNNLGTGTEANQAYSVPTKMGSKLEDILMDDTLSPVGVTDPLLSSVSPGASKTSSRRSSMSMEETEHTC
GPR151 ag – activators of human GPR151, primary screen, cell-based, PathHunter beta-arrestin, luminescence; G-protein coupled receptor 151 (Homo sapiens), Q8TDV0; PathHunter beta-arrestin GPR151 cells; activation, % at 11.2 µM; 650,000 compounds, 1% hits; in the data active means activation above about 4.9%;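 further: 0% = median of compound wells and 100% = cells with positive control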
Target sequence (Q8TDV0 whole entry, looked up): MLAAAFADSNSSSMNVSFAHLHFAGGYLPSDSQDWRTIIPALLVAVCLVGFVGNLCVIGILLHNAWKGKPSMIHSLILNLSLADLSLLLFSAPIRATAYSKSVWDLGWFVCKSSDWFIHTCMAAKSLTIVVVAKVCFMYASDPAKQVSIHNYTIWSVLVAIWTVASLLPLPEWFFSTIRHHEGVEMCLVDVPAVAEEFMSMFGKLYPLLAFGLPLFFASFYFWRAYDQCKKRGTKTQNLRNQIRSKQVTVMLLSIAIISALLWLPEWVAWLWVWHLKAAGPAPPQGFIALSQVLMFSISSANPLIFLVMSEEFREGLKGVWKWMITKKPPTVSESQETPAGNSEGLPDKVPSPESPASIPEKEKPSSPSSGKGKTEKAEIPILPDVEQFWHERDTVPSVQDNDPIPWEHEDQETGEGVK
FBW7 act – FBW7 E3 ligase activators, primary screen, biochemical, AlphaScreen, human; AlphaScreen FBW7–phospho-cyclin E peptide binding, activator screen; 650,000 compounds, 0.13% hits; F-box/WD repeat-containing protein 7 (Homo sapiens), Q969H0; normalized activity (activation), % at 26.1 µM; AID 1259310, 2017; in the data active means normalized activity above about 1.9%;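 further: purified mutant Fbw7 with reduced substrate affinity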
TEAD-YAP inh – TEAD-YAP interaction inhibition, primary screen, TEAD-YAP interaction inhibitor project, luminescence, HEK-TIYL cells. TEAD-Gal4/YAP UAS-luciferase luminescence. inhibition, % at 9.12 µM. 640,000 compounds, 1.4% hits; in the data active means inhibition above about 32%;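 further: 0% = median of test compound wells and 100% = reference inhibitor wells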
Active calls of the source: *; x = not tested or not shown; & = joins results of further samples. No enrichment for hits. Share with any hit: about 3.4%.

nr	structure	MITF primary	GPR151 ag	FBW7 act	TEAD-YAP inh
1	CC1=C(C(=O)OCc2ccccc2)C(/C=C/c2ccccc2)NC(=O)N1 (configuration not stated)	0.7	1.1	-0.2	-6.8
2	NS(=O)(=O)c1ccc(NC(=S)NC2CC2)cc1	-0.5	2.3	0.2	11.1
3	CC(=O)Nc1ccc(S(=O)(=O)N2CCOC(c3ccccc3)C2)cc1 (configuration not stated)	13.3	-1.4	0.8	3.5
4	COc1ccc(Cc2nc(P(=O)(OC)OC)c(NCc3ccc4c(c3)OCO4)o2)cc1	10.7	2.0	-0.1	1.0
5	COc1cc(S(=O)(=O)NCc2ccccn2)ccc1Cl	2.4	2.3	0.4	36.8*
6	COc1ccc(-c2nccc(Nc3ccc(Oc4ccccc4)cc3)n2)cc1	3.9	0.7	-0.1	-10.1
7	COc1cccc(NC(=O)C(=O)N/N=C/c2ccc(OC)c(OC)c2)c1	-4.8	1.4	0.0	-3.8
8	Nc1cc2nn(-c3ccccc3)nc2cc1Cl	6.1	-2.4	0.0	-19.7
9	O=C(Nc1ccc(S(=O)(=O)N2CCCC2)cc1)c1nn2c(C(F)(F)F)cc(-c3ccccc3)nc2c1Br	-2.7	0.0	0.0	-2.2
10	Cc1ccc(CC(=O)NCc2nc(-c3cccc(C)c3)no2)cc1	6.4	0.7	0.0	11.2
11	Cc1ccc(C)c2nc(SCC(=O)N3CC(=O)Nc4ccccc43)c(C#N)cc12	-4.6	0.6	-0.2	-2.3
12	CCCCOC(=O)c1ccc(-n2c(=O)c(C#N)cc3c(=O)n4ccccc4nc32)cc1	-2.5	-0.1	-0.1	-4.0

Remaining list, next part:
nr	structure	MITF primary	GPR151 ag	FBW7 act	TEAD-YAP inh
13	Cc1ccc(S(=O)(=O)NCC2COc3ccccc3O2)cc1[N+](=O)[O-] (configuration not stated)	7.3	-1.5	-0.1	9.1
14	Cc1ccc(CN(Cc2cccnc2)C(=S)Nc2cccc(Cl)c2C)cc1	-3.0	-2.0	0.0	8.3
15	O=C(COc1c(Cl)cc(Cl)cc1[N+](=O)[O-])N/N=C/c1cccc([N+](=O)[O-])c1	3.7	-0.7	0.3	-1.1
16	Cc1ccc(NC(=O)C(=O)NCC2CCCO2)cc1 (configuration not stated)	1.3	1.0	0.1	-60.2
17	O=C(NCCCn1ccnc1)c1cc(F)c(F)cc1Cl	16.9	-0.3	0.0	1.2
18	C=CCN1C(=O)S/C(=C/c2cccn2C)C1=O	8.0	1.7	-0.2	-57.6
19	Cc1ccc(CNC(=O)COc2cc(C)ccc2C)cc1	-2.7	-0.1	0.5	1.0
20	COc1cc(C=O)cc(I)c1OCc1ccc(F)cc1	4.4	1.2	0.2	7.8
21	O=Cc1ccccc1OS(=O)(=O)c1ccccc1	4.8	-0.2	0.0	13.2
22	O=C1c2ccccc2C(=O)N1CSc1nc2ccccc2s1	15.3	-1.8	0.6	6.3
23	COc1ccc(Cn2cc(F)c(=O)n(CCC(C)C)c2=O)cc1[N+](=O)[O-]	-1.6	1.0	0.1	7.3
24	O=C(COc1ccc(Cl)cc1Cl)N1CCCc2ccccc21	-6.2	3.0	-0.1	-11.7

(more compounds)
nr	structure	MITF primary	GPR151 ag	FBW7 act	TEAD-YAP inh
25	CC1=NN(c2ccccc2)C(=O)C1C(=O)c1cc([N+](=O)[O-])cc([N+](=O)[O-])c1 (configuration not stated)	2.0	0.5	-0.4	-13.8
26	CC(=O)Nc1cc([N+](=O)[O-])ccc1N1CCCC1	-20.5	-0.1	0.0	7.8
27	C/C(=N\NC(=O)c1ccc(O)cc1O)c1ccc(Cl)cc1	-7.0	3.3	-0.1	6.2
28	Cc1csc(SCC(=O)Nc2ccc(C)c(C)c2)n1	21.1	-1.3	0.4	7.8
29	O=C(CCCN1C(=O)c2ccccc2C1=O)N1CCOCCOCCOCCOCCOCC1	0.5	-0.5	0.1	-14.1
30	C[C@@H](CN1CC(=O)NC(=O)C1)N1CC(=O)NC(=O)C1	26.1&28.8	0.7&1.9	0.1&-0.1	-7.6&1.4
31	Cc1cccc(-n2nnc(C(=O)NC3CCCc4ccccc43)c2N)c1 (configuration not stated)	-3.0	-0.7	0.0	10.6
32	CC1CC(C)CN(C(=O)c2cnc(N3CCN(c4ccccn4)CC3)c3ccccc23)C1 (configuration not stated)	8.1	-0.3	0.6	22.9
33	CC(C)c1ccc(OCC(=O)NCc2ccco2)cc1	3.0	0.3	-0.1	-7.7
34	O=C(c1ccc2c(c1)OCCO2)C1CCN(Cc2ccc(F)cc2)CC1	-0.3	1.0	0.1	-4.9
35	Cc1ccnc(Nc2ccc(N3CCN(C(=O)/C=C/c4ccccc4)CC3)nn2)c1	-0.4	2.1	-0.8	14.4
36	COC(=O)C1=CNC=C(C(=O)OC)C1c1cc(OC)c(OC)c(OC)c1	-2.7	1.4	0.1	-8.1

Quoted at random: five entries already listed, in no set order.
nr	structure	MITF primary	GPR151 ag	FBW7 act	TEAD-YAP inh
23	COc1ccc(Cn2cc(F)c(=O)n(CCC(C)C)c2=O)cc1[N+](=O)[O-]	-1.6	1.0	0.1	7.3
29	O=C(CCCN1C(=O)c2ccccc2C1=O)N1CCOCCOCCOCCOCCOCC1	0.5	-0.5	0.1	-14.1
34	O=C(c1ccc2c(c1)OCCO2)C1CCN(Cc2ccc(F)cc2)CC1	-0.3	1.0	0.1	-4.9
19	Cc1ccc(CNC(=O)COc2cc(C)ccc2C)cc1	-2.7	-0.1	0.5	1.0
14	Cc1ccc(CN(Cc2cccnc2)C(=S)Nc2cccc(Cl)c2C)cc1	-3.0	-2.0	0.0	8.3

(next part)
nr	structure	MITF primary	GPR151 ag	FBW7 act	TEAD-YAP inh
37	O=[N+]([O-])c1ccc(-c2csc(N3CCCCC3)n2)cc1	-0.1	1.4	0.2	-50.7
38	C=CCNC(=O)COc1coc(CN2CCN(c3ccc(F)cc3)CC2)cc1=O	13.6	-1.0	0.8	8.0
39	CC[C@H](C)[C@H](NC(N)=O)C(=O)Nc1ccc(Cl)c(C(F)(F)F)c1	-2.7	1.1	0.0	7.6
40	CC(=O)C(C)n1c(CN2CCCC(C)C2)nc2c1c(=O)n(C)c(=O)n2C (configuration not stated)	-13.2	-0.4	0.1	2.6
41	COc1ccc(OC)c(Cc2nnc(CCC(=O)NCCCc3scnc3C)o2)c1	11.5	-0.4	0.0	-17.2
42	CNC(=S)NNC(=O)c1ccc(OC)cc1	2.7	1.2	-0.1	5.2
43	CCn1c(=O)cc(OCC(=O)N2CCCC(C)C2)c2ccccc21 (configuration not stated)	-5.0	0.8	-0.8	-22.1
44	CCc1ccc2c(c1)cc(CN(Cc1ccco1)C(=O)COC)c1nnnn12	2.0	-0.7	-0.1	-0.5
45	CC(C)(CO)CNC(=O)CCc1nnc(Cc2ccc(-c3ccccc3)cc2)o1	-3.5	-0.8	0.0	-4.3
46	COc1ccccc1N1CCN(c2nc(CNC(=O)c3ccco3)nc3ccccc23)CC1	0.3	-0.2	-0.2	20.1
47	CCOc1cc(/C=c2\sc3nc4cc(C)c(C)cc4n3c2=O)ccc1OCC(N)=O	11.1	-2.0	0.0	2.6
48	O=C(COC(=O)Cc1csc(-c2cccc(Cl)c2)n1)Nc1ccc2c(c1)OCO2	18.1	-0.8	0.0	7.5

New compounds follow.
nr	structure	MITF primary	GPR151 ag	FBW7 act	TEAD-YAP inh
49	Clc1ccccc1Cn1nnc2c(N3CCCC3)ncnc21	3.8	0.2	0.2	2.2
50	COC(=O)c1c(NC(C)=O)c2cc(F)ccc2n1CC(C)=O	-4.2	0.0	-0.1	5.0
51	CC(=O)c1ccc(NC(=S)Nc2ccc(S(N)(=O)=O)cc2)cc1	-3.5	-1.4	-0.1	3.0
52	CC1=C(C(=O)OC(C)(C)C)C(c2cccc(F)c2)C(C#N)=C(N)O1 (configuration not stated)	-158.6	-0.3	-0.1	0.1
53	Cc1cc(C(=O)NCCN2CCCCC2C)n(-c2ccccc2)n1 (configuration not stated)	-5.5	0.8	-0.1	15.6
54	CN(C)CCN(C)Cc1coc2ccccc2c1=O	41.2	1.5	-0.3	17.0
55	CCOc1ccc(-c2nnc(SCC(=O)N3CCCCC3CC)o2)cc1 (configuration not stated)	22.8	-0.7	0.1	3.1
56	CC1=C(C(=O)OCc2ccccc2)C(c2ccc(Cl)cc2)C2=C(CC(C)(C)CC2=O)N1 (configuration not stated)	1.1	1.9	0.1	-1.7
57	CN1CCN(NC(=S)Nc2cccc(F)c2)CC1	14.0	0.7	0.0	0.3
58	CCOc1ccccc1NC(=O)CSc1ccc2nnc(-c3ccc(OC)cc3)n2n1	13.9	-0.4	0.1	0.2
59	CCc1ccc(S(=O)(=O)c2cnc3ccc(OC)cc3c2N2CCOCC2)cc1	-9.9	-1.3	-0.1	4.6
60	CC(C)C[C@@H]1NC(=O)[C@H]2CN(S(=O)(=O)c3cccc4ccccc34)CCN2C1=O	-1.5	2.6	0.0	-1.1

Remaining list, next part
nr	structure	MITF primary	GPR151 ag	FBW7 act	TEAD-YAP inh
61	CCN1CCN(c2ccc(C(=O)Nc3ccc(OC)cc3)cc2[N+](=O)[O-])CC1	3.5	0.4	0.0	-12.3
62	COc1ccc([N+](=O)[O-])cc1-c1nc2ccccc2nc1-c1ccccc1	-16.8	-0.6	0.1	-8.9
63	CCCCCC1C/C(=N/O)C=C(C)C1C(=O)OC (configuration not stated)	-2.8	0.1	-0.1	2.0
64	CC#CCN1c2ccccc2[C@]23C[C@@H](C(=O)OC)N(C(=O)c4cc(C)oc4C)C2=NC(C(=O)OC)=C(C(=O)OC)[C@H]13	-6.5	1.4	-0.2	x
65	CCCCN(CCCNC(=O)C1CC(=O)N(CCc2ccccc2)C1)c1ccccc1 (configuration not stated)	0.8	-0.5	-0.2	1.4
66	CN1C(=S)NC2c3ccccc3O[C@@]1(C)C2C(=O)Nc1ccccc1 (some centres not stated)	-5.8	0.0	0.0	5.0
67	O=C(CSc1nc(O)cc(=O)[nH]1)Nc1ccc2c(c1)CCC2	2.3	0.3	0.1	16.1
68	COC(=O)CCc1nc2ccccc2[nH]c1=O	-0.9	-0.7	0.0	1.8
69	O=C1C(=O)N(Cc2ccccc2)C(=O)N1CC(=O)N1CCc2ccccc21	3.6	0.5	0.1	0.9
70	CCN(CC)CCNC(=O)c1ccc(Cn2c(=S)[nH]c3cc4c(cc3c2=O)OCO4)cc1	11.6	-1.5	0.1	-0.4
71	COc1ccc(CCNC(=O)C(=O)NC(C)(C)C)cc1OC	7.3	-1.3	1.0	10.7
72	COC(=O)c1ccc(NC(=O)C(Cl)Cl)cc1	1.0	1.6	0.0	14.0

Next section.
nr	structure	MITF primary	GPR151 ag	FBW7 act	TEAD-YAP inh
73	O=C1N[C@@H](Cc2ccc(Cl)cc2)C(=O)N2C[C@@H](NCc3cccc(F)c3)C[C@@H]12	0.2	1.8	-0.1	4.2
74	O=C(CCc1nnc(Cc2cccc(C(F)(F)F)c2)o1)NCCN1CCOC1=O	-8.0	-0.3	-0.1	-5.0
75	O=C1OC(c2ccc(-c3ccccc3)cc2)=N/C1=C\c1cccc(Br)c1	3.5	0.0	0.0	1.8
76	O=S(=O)(c1ccc(F)cc1)n1cnc2ccccc21	-0.9	0.7	0.8	6.3
77	Cc1cc(C)c2c(n1)nn1c(C)c(CCC(=O)N3CCc4ccccc43)c(C)nc21	-6.9	-0.3	-0.3	4.9
78	CC(=O)c1ccc(S(=O)(=O)Nc2ccccc2CO)cc1	-4.2	-0.1	0.0	10.6
79	C=CCOc1ccccc1/C=C1/C(=O)N(c2ccc(Br)cc2)N=C1C	1.4	1.1	-1.1	-12.1
80	Cc1cc(Cl)ccc1NC(=O)CN(c1ccccc1)S(C)(=O)=O	13.0	0.2	-0.1	-2.9
81	CCOc1cc(/C=C2/NC(=O)NC2=O)cc(I)c1OC(C)=O	-14.5	0.4	-0.1	1.9
82	Cc1ccc(C2=NN(C(=O)CCCC(=O)O)C(c3ccccc3F)C2)cc1 (configuration not stated)	12.3	-1.3	0.1	10.3
83	COC(=O)c1sccc1NC(=O)/C=C/c1ccc(OC)cc1	11.7	-7.6	0.3	-34.7
84	O=C(NCc1ccco1)C1CCC(Cn2c(=S)[nH]c3ccccc3c2=O)CC1 (configuration not stated)	7.2	0.0	0.3	-9.3
85	Cc1sc2ncn(CC(=O)NCC(=O)N3CCC(C)CC3)c(=O)c2c1C	8.5	-0.4	0.2	14.2
86	O=C(O)C1C2CCC(C2)C1C(=O)Nc1ccc(Cl)cc1 (configuration not stated)	1.2	0.6	1.0	0.0
